High-throughput results (PubChem)
PriA SSB inh – K. pneumoniae PriA-SSBct interaction inhibition; AlphaScreen SSBct-PriA binding, biotinylated peptide; inhibition, % at 33 µM; 0.6% of 430,000 active; AID 1272365; in the data active means inhibition mostly above about 37%, no sharp cut-off; inactive means mostly below about 20%;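 further: plate controls were negative control peptide for no effect and reference peptide for full effect; strong numbers were not always called active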
An asterisk follows results filed as active; & = joins results of further samples.

COc1ccc(-c2ccc(N3CCN(C(=O)Nc4ccc(C)c(F)c4)CC3)nn2)cc1 was read as PriA SSB inh -6.
CC(C)(Oc1ccc(Cl)cc1)C(=O)Nc1ccccc1Cc1nc(C2CC2)no1 was read as PriA SSB inh -5.
For O=C(NCC1CCCN(c2nccs2)C1)c1cc(C2CC2)on1 (configuration not stated) the results were PriA SSB inh 13.
CCOC(=O)c1cc(Br)ccc1OS(=O)(=O)c1ccc2ccccc2c1 was read as PriA SSB inh -28.
Screening Cc1ccc2nc(N(CCCn3ccnc3)C(=O)C3COc4ccccc4O3)sc2c1 (configuration not stated) returned PriA SSB inh 35*.
`COC(=O)c1ccc(NC(=O)CCc2ccc(=O)n(C)n2)cc1` gave PriA SSB inh -12.
`Cn1c(-c2c(N)n(Cc3ccco3)c3nc4ccccc4nc23)nc2ccccc21` gave PriA SSB inh -32.
For CC(C)S(=O)(=O)c1ccc(C(=O)Nc2nnc(-c3ccncc3)o2)cc1 the results were PriA SSB inh 7.
`CCOc1ccc(OCCNS(=O)(=O)c2ccc3c(c2)CCCC3)cc1` gave PriA SSB inh -2.
Cc1cccc(NC(=O)CCCSc2ccc(NC(=O)c3ccco3)nn2)n1 was read as PriA SSB inh -7.
For COc1ccc(OC)c(C2C(=C(O)c3ccc4c(c3)OCCO4)C(=O)C(=O)N2CC2CCCO2)c1 (configuration not stated) the results were PriA SSB inh -1.
Screening COc1ccc(C(=O)Nc2nnc(-c3ccc(Br)cc3)o2)cc1OC returned PriA SSB inh 3.

The final four records of the part before are carried over, then new ones follow:
`CCOc1ccc(OCCNS(=O)(=O)c2ccc3c(c2)CCCC3)cc1` gave PriA SSB inh -2.
Cc1cccc(NC(=O)CCCSc2ccc(NC(=O)c3ccco3)nn2)n1 was read as PriA SSB inh -7.
For COc1ccc(OC)c(C2C(=C(O)c3ccc4c(c3)OCCO4)C(=O)C(=O)N2CC2CCCO2)c1 (configuration not stated) the results were PriA SSB inh -1.
Screening COc1ccc(C(=O)Nc2nnc(-c3ccc(Br)cc3)o2)cc1OC returned PriA SSB inh 3.
Screening CCOC(=O)CSc1nnc(NC(=O)c2ccc(Cl)c(S(=O)(=O)N3CCCCCC3)c2)s1 returned PriA SSB inh -12.
CC1CCc2sc(NC(=O)c3ccco3)c(C#N)c2C1 (configuration not stated) was read as PriA SSB inh -7.
CCOc1ccc(C(=O)N=c2sc3cccc(F)c3n2C)cc1 was read as PriA SSB inh -1.
CC(=O)c1cccc(NC(=O)CN2CCC(c3nc(-c4ccc(C)cc4)no3)CC2)c1 was read as PriA SSB inh -42.
Screening O=C(NCC1CCN(c2ccncc2)CC1)c1ccccc1C(F)(F)F returned PriA SSB inh 2.
Screening COC(=O)C1c2ccsc2CCN1C(=O)Cn1cccn1 (configuration not stated) returned PriA SSB inh 0.
Screening COCCn1c(O)c(C=NNC(=O)CSC(=S)N2CCCC2)c(=O)[nH]c1=S returned PriA SSB inh -1.
`Cc1nc(-c2ccccc2)sc1CNC(=O)c1ccc2nccnc2c1` gave PriA SSB inh 1.
`CCC(CC(c1ccccc1)c1c(O)c2ccccc2oc1=O)=NNC(N)=S` (configuration not stated) gave PriA SSB inh -17.
For O=C(COc1ccccc1F)NCc1cc(-c2cccs2)n(C2CCCC2)n1 the results were PriA SSB inh -5.
Screening COc1ccc(-c2ccc(NS(=O)(=O)c3cc(F)ccc3F)cc2)nn1 returned PriA SSB inh -3.
For C[C@H](NC(=O)C(=O)NCC1CCN(S(=O)(=O)c2cccnc2)CC1)c1ccccc1 the results were PriA SSB inh -2.
`O=C(CSc1nnc2scc(-c3ccccc3)n12)Nc1nc(-c2ccccc2)ns1` gave PriA SSB inh 2.
`O=c1c(-c2nc(C3CC3)no2)cccn1Cc1nc(-c2ccccc2F)no1` gave PriA SSB inh -11.
Screening COc1ccccc1CNC(=O)C(=O)N1CCN(C(c2ccccc2)c2ccccc2)CC1 returned PriA SSB inh -2&9.
`COc1ccc(S(=O)(=O)N2CCN(CCNC(=O)C(C)C)CC2)cc1` gave PriA SSB inh 2.
For O=C(NCc1csc2ncnn12)c1ccc(-n2cncn2)nn1 the results were PriA SSB inh 11.
`Cc1cccc(OCCCCn2c(C(C)NC(=O)c3ccco3)nc3ccccc32)c1C` (configuration not stated) gave PriA SSB inh -3.
Screening O=S(=O)(c1ccc(Cl)cc1)N1CCCC(c2nnc(-c3ccc4c(c3)OCO4)o2)C1 (configuration not stated) returned PriA SSB inh 1.
Screening CCOC(=O)c1csc(NC(=O)[C@H]2CCCN(c3cc(-n4cncn4)ncn3)C2)n1 returned PriA SSB inh -7.
Screening CCOc1cc(C)c(S(=O)(=O)N2CCC(C(N)=O)CC2)cc1C returned PriA SSB inh 2.
Screening Cc1cc(NC(=O)CSc2ccc(NC(=O)c3cccs3)nn2)on1 returned PriA SSB inh -3.
`COc1ccc(OCC(=O)NC(=S)N2CCOCC2)cc1` gave PriA SSB inh -10.
`COc1cc(C=NNC(=O)c2ccc(=O)[nH]n2)ccc1O` gave PriA SSB inh -16.
Cn1nc(CN)cc1-c1ccco1 was read as PriA SSB inh -2.
Cc1csc(C(=O)NCc2ccc(C(=O)c3cccs3)s2)c1 was read as PriA SSB inh -1.
COc1ccc(S(=O)(=O)N=C2NC(=O)/C(=C\c3cc(OC)c(OC)cc3[N+](=O)[O-])S2)cc1 was read as PriA SSB inh 1.
`Cc1ccccc1-c1noc(Cn2c(=O)n(CC(C)C)c(=O)c3ccccc32)n1` gave PriA SSB inh -7.
Screening O=C(Nc1nnc(-c2ccc(Cl)s2)o1)c1ccc(C(=O)c2ccccc2)cc1 returned PriA SSB inh 2.
Screening CSc1cccc(NC(=O)C(=O)NC2CCCCCC2)c1 returned PriA SSB inh 6.
Screening CCC(CO)Nc1ccnc2c1c(=O)n(C)c(=O)n2C (configuration not stated) returned PriA SSB inh 10.
Screening COC1(CNC(=O)C(=O)Nc2ccccc2C#N)Cc2ccccc2C1 returned PriA SSB inh 5.
`CCn1ccc(C(=O)N(CCCN2CCOCC2)c2nc3ccc(Cl)cc3s2)n1` gave PriA SSB inh 4.
For Cn1c2c(c(=O)n(C)c1=O)C(c1cccs1)NC(=O)N2 (configuration not stated) the results were PriA SSB inh -11.
`COc1ccc(Cl)cc1NC(=O)c1nnn(Cc2ccccc2F)c1-c1ccncc1` gave PriA SSB inh -23.
O=c1[nH]c2ccncc2[nH]c1=O was read as PriA SSB inh -8.
`Cc1cc(NC(=O)C2CCN(S(=O)(=O)c3cccs3)CC2)ccc1I` gave PriA SSB inh -15.
O=C(Cc1cccs1)Nc1ccc2c(c1)N(C(=O)C1CCCO1)CC2 (configuration not stated) was read as PriA SSB inh 4.
Screening O=C(Cc1cccc2ccccc12)Nc1ccc2c(c1)CN(C(=O)c1ccco1)CC2 returned PriA SSB inh 7&18.
For O=S(=O)(Cc1noc2ccccc12)NCc1cccnc1-c1ccsc1 the results were PriA SSB inh -1.
For NC(=O)c1ccccc1OCC#CCNC(=O)CN1C(=O)CCC1=O the results were PriA SSB inh -17.
Screening O=C(CCc1ccccc1F)NCC(O)c1cccc2ccccc12 (configuration not stated) returned PriA SSB inh 1.
For Cn1cnc(S(=O)(=O)NC[C@@](O)(c2cccs2)C2CC2)c1 the results were PriA SSB inh -6.
For Cc1noc(CNC(=O)c2snnc2C)n1 the results were PriA SSB inh -18.
For Cc1cc(NC(=O)C(=O)NCc2ccco2)n(-c2nc3c(c(=O)[nH]2)CCC3)n1 the results were PriA SSB inh -8.
Screening COc1ccc(-c2noc(-c3cccn(CC(=O)Nc4ccc5c(c4)OCO5)c3=O)n2)cc1OC returned PriA SSB inh -5.
`Cc1ccc(C)c(C(=O)Nc2cnc(-n3cccn3)nc2)c1` gave PriA SSB inh -23.
Screening COc1cc(C2C(=C(O)c3ccc(OCC(C)C)cc3)C(=O)C(=O)N2CCN(C)C)ccc1O (configuration not stated) returned PriA SSB inh -7.
Screening CNC(=O)c1ccsc1NC(=O)c1cccc(NS(=O)(=O)c2ccc(OC)cc2)c1 returned PriA SSB inh 8.
Cc1ccc(C=NNC(=O)Cc2cccn2C)s1 was read as PriA SSB inh -7.
CCCCc1ccc(N2C=C(C(=O)c3ccc(Cl)cc3)S(=O)(=O)c3ccc(F)cc32)cc1 was read as PriA SSB inh -3.
`CSc1ccc([C@@H](O)CNS(=O)(=O)c2c(C)noc2C)cc1` gave PriA SSB inh 5.
CN(C(=O)c1cccc(S(=O)(=O)N(C)C)c1)C1(C)CCS(=O)(=O)C1 (configuration not stated) was read as PriA SSB inh 10.
Cn1nc2cc(Br)ccc2c1C(=O)N1CC(n2cc(-c3ccccc3)nn2)C1 was read as PriA SSB inh -2.
CC(=NNC(=O)c1sccc1C)c1ccncc1 was read as PriA SSB inh -16.
For CC(C)OC(=O)c1c(NC(=O)/C(C#N)=C/c2cn[nH]c2-c2ccccc2)sc2c1CCCC2 the results were PriA SSB inh 0.
Screening Cc1sc(NC(=O)c2ccco2)c(C(Nc2ccccn2)c2ccc(F)cc2)c1C (configuration not stated) returned PriA SSB inh -8.
NNc1nc(-c2ccccn2)nc2c1CCC2 was read as PriA SSB inh 165*.
`COc1ccc(C(F)(F)F)cc1NC(=O)CCCSc1ccc(NC(C)=O)nn1` gave PriA SSB inh -4.
Screening COC(=O)C/C=N/N=C1NC(=O)/C(=C/C(=O)O)S1 returned PriA SSB inh inactive.
For Cc1cccc(N=NC(=CO)C(=O)c2ccc(Br)cc2)c1 the results were PriA SSB inh 10.
Screening CC(C)c1c(C(=O)NN=Cc2ccc(C(F)(F)F)cc2)nnn1-c1nonc1N returned PriA SSB inh -7.
Screening O=C(CN(Cc1ccccc1)S(=O)(=O)c1ccccc1)NN=Cc1ccc2c(c1)OCO2 returned PriA SSB inh -11.
Cc1cc(NC(=O)Cc2ccc3c(c2)OCO3)on1 was read as PriA SSB inh -12.
For CCC1C(=NO)CC(c2ccco2)NC1c1ccco1 (configuration not stated) the results were PriA SSB inh -8.
For CC(Oc1ccccc1F)C(=O)NCCn1nc(-c2cccs2)ccc1=O (configuration not stated) the results were PriA SSB inh -18&-7.
`Nc1ccc2c(c1)CCC(=O)N2` gave PriA SSB inh 28.
For Cc1ccc(Cl)cc1S(=O)(=O)NCC1CCN(Cc2ccco2)CC1 the results were PriA SSB inh -9&-3.
Screening Cc1oncc1C(=O)N1CC(Oc2cc(C)n(C)c(=O)c2)C1 returned PriA SSB inh 5.
`COC(=O)c1ccc(CSc2nnc(C)c3cnn(-c4ccc(F)cc4)c23)o1` gave PriA SSB inh -8.
O=C(NCCn1nc(C(F)(F)F)cc1C1CC1)c1ccco1 was read as PriA SSB inh 1.
Screening O=S1(=O)CCCCN1c1ccc(S(=O)(=O)N(Cc2ccccn2)Cc2ccco2)cc1 returned PriA SSB inh -8.
Cc1ccc(S(=O)(=O)N2N=C(c3ccc(Br)cc3)C[C@H]2c2ccccc2)cc1 was read as PriA SSB inh -20.
For Cc1ccccc1-c1nc(C)c(C(N)=O)s1 the results were PriA SSB inh -19.
For CC(C)c1ccc2nc(NC(=O)c3ccc([N+](=O)[O-])s3)sc2c1 the results were PriA SSB inh -7.
`O=C(c1ccc(CNS(=O)(=O)c2cccc(C(F)(F)F)c2)cc1)N1CCCCC1` gave PriA SSB inh -17.
Screening O=C(c1ccc(OC(F)(F)F)cc1)N1CCN(C[C@H](O)C2CC2)CC1 returned PriA SSB inh -5.
For O=C(NCC1CC(=O)N(c2ccc3c(c2)OCO3)C1)Nc1cccc(C(F)(F)F)c1 (configuration not stated) the results were PriA SSB inh 6.
Screening Nc1nonc1-n1nnc(C(=O)NN=Cc2ccc(OCc3ccccc3F)cc2)c1CNc1ccccc1 returned PriA SSB inh 3.
`O=C(Cc1ccc(Cl)cc1)Nc1ccc(CN2CCN(c3ccccn3)CC2)cc1` gave PriA SSB inh 5&20.
COCCn1nc(CNC(=O)c2cc(C)on2)cc1-c1ccco1 was read as PriA SSB inh 1.
`CC1=Nc2ccc(C)cc2C1=Cc1c(N)n2oc(C)cc2nc1=O` gave PriA SSB inh 1&1.
For Cc1ccc(-c2csc3ncnc(Oc4cccc(C(F)(F)F)c4)c23)cc1 the results were PriA SSB inh 0.
Screening Cc1ccc(C)n1-c1ccc(C(=O)NN=Cc2ccncc2)cc1 returned PriA SSB inh 2.

6 records drawn at random from the list so far:
`O=C(c1ccc(CNS(=O)(=O)c2cccc(C(F)(F)F)c2)cc1)N1CCCCC1` gave PriA SSB inh -17.
For Cc1ccccc1-c1nc(C)c(C(N)=O)s1 the results were PriA SSB inh -19.
Cc1ccc(S(=O)(=O)N2N=C(c3ccc(Br)cc3)C[C@H]2c2ccccc2)cc1 was read as PriA SSB inh -20.
For O=C(NCC1CC(=O)N(c2ccc3c(c2)OCO3)C1)Nc1cccc(C(F)(F)F)c1 (configuration not stated) the results were PriA SSB inh 6.
`CC1=Nc2ccc(C)cc2C1=Cc1c(N)n2oc(C)cc2nc1=O` gave PriA SSB inh 1&1.
COCCn1nc(CNC(=O)c2cc(C)on2)cc1-c1ccco1 was read as PriA SSB inh 1.

3 compounds out of the list, ordered by length of the SMILES, rising:
For O=C(NCc1csc2ncnn12)c1ccc(-n2cncn2)nn1 the results were PriA SSB inh 11.
Screening CC(C)c1c(C(=O)NN=Cc2ccc(C(F)(F)F)cc2)nnn1-c1nonc1N returned PriA SSB inh -7.
CC(=O)c1cccc(NC(=O)CN2CCC(c3nc(-c4ccc(C)cc4)no3)CC2)c1 was read as PriA SSB inh -42.

Additional entries follow:
For O=S(=O)(Nc1nc2ccccc2nc1NCc1ccccc1Cl)c1cccs1 the results were PriA SSB inh 5.
COc1ccc(-c2nn(-c3ccccc3)cc2C=NNc2ccc3ccccc3n2)cc1OC was read as PriA SSB inh 30.
`CCCN1C(=O)C(C)(C)COc2ccc(NS(=O)(=O)CCc3ccccc3)cc21` gave PriA SSB inh 13.
`O=C(O)CCC(=O)Nc1cccc(Cl)c1` gave PriA SSB inh -16.
`COCC(=O)NCc1nc(-c2cccn2C)no1` gave PriA SSB inh -7.

The list is partial. The share of hits here may be higher or lower than overall.
